From PubChem
DT40 TDP1 CPT = qHTS for Inhibitors of human tyrosyl-DNA phosphodiesterase 1 (TDP1): qHTS in cells in presence of CPT. chicken DT40 Tdp1-/-;hTDP1 cells + 20 nM CPT, ATP luminescence, 48 h. Potency, µM (doses to about 46.2 µM), for the others: at the top dose activity change, negative = growth inhibition, actives largely listed as inhibitors. 420,000 tested, 12% active; note: nearly all actives have a fitted effect of over 55% in size
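Cell growth measured by CellTiter-Glo luminescence after a minimum 48 h, 37 C compound exposure with 20 nM CPT in Tdp1-knockout DT40 cells stably expressing hTDP1, seeded 400/well; qHTS titration format.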
TDP1 cell noCPT = qHTS for Inhibitors of human tyrosyl-DNA phosphodiesterase 1 (TDP1): qHTS in cells in absence of CPT; Potency, µM (highest dose often 46.2 µM), inactives show at the top dose activity change, negative = growth inhibition, hits mostly inhibitors; 420,000 tested, 15% active; AID 686978, 2013; DT40 Tdp1-/- hTDP1 cells, no CPT, ATP luminescence, 48 h; note: nearly all actives have a fitted effect of over 55% in size
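Chicken DT40 Tdp1-/- cells stably complemented with human TDP1 were seeded at 400 cells/well with DMSO in place of 20 nM camptothecin. After compound pinning, cells grew at least 48 hr at 37 °C; viability read by CellTiter-Glo luminescence.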
GCN5L2 inh = qHTS Assay for Inhibitors of GCN5L2 | Histone acetyltransferase KAT2A (Homo sapiens), Q92830 | GCN5L2 HAT assay, ThioGlo1 CoA-SH fluorescence | Potency, µM (titrated, usually from 58.9 µM), inactives show at the highest dose activity change, negative = inhibition, most hits filed as inhibitors | 390,000 tested, 0.21% active | AID 504327, 2011
Target sequence (Q92830 whole entry, looked up): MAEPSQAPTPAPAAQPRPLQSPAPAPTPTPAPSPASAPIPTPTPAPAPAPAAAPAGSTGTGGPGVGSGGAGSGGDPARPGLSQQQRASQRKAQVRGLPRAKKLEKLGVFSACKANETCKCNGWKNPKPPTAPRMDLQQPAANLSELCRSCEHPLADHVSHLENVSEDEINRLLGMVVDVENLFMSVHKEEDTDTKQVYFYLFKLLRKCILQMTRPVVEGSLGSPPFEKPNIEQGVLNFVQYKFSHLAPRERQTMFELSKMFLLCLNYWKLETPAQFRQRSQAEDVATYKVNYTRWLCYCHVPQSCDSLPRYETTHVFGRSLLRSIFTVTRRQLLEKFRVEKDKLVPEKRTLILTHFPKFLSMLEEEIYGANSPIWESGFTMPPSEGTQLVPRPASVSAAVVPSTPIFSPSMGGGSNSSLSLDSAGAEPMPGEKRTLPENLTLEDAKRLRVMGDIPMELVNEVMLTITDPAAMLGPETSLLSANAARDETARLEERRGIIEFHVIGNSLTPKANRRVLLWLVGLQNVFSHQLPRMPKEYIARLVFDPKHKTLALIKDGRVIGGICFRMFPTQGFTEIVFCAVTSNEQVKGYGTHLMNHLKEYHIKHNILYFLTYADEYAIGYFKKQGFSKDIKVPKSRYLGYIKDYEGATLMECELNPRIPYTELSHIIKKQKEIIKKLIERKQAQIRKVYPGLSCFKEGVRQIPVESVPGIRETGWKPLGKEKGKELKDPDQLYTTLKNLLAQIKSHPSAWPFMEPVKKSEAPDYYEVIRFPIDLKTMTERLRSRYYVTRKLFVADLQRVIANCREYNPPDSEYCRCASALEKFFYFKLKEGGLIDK
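ThioGlo1-coupled HAT assay: 20nM GCN5L2, 70uM acetyl-CoA, 75uM H3(1-25) peptide, pH 7.5. Fluorescence read at 340/540nm at start and after 20 min at room temperature.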
Active calls of the source: *; ? = inconclusive; . = not tested or not shown; & = joins results of further samples; [ ] = dose if it differs, or a comment. Calls come from the whole dose curve; as a rule, active = well fitted curve in the direction sought with a large enough effect; inconclusive = small, poorly fitted or top-dose-only effect, or another doubt; inactive = no such curve, though single readings can be large; an effect the other way counts as inactive or inconclusive. % is set by controls: 0 for no effect and ±100 for the full control effect; potency is the fitted concentration of half-maximal effect.

SMILES	GCN5L2 inh	TDP1 cell noCPT	DT40 TDP1 CPT
Cc1nn(C(C)C(=O)N2CCN(c3ccccn3)CC2)c(=O)c2cc3occc3n12 (centres undefined)	.	-6%	-4%
COc1ccc(CC(=O)NNS(=O)(=O)c2ccc3ccccc3c2)cc1OC	2%	?	-24%
CCOC(=O)C1CCCN(CCC(=O)Nc2ccc(C)cc2)C1 (centres undefined)	0%	-8%	-5%
CCC(=O)Nc1ccccc1-c1nc2ccccc2n(C(C)C(=O)Nc2ccc(OC)cc2)c1=O (centres undefined)	-1%	15µM*	?
O=C(O)COc1ccc(OCCNC[C@H](O)COc2ccccc2)cc1	2%	-9%	-2%
CCOc1ccc(OCC)c(N=c2oc3c(C)ncc(CO)c3cc2C(N)=O)c1	-4%	0%	10%
CCC1C(=O)C(CC)C(c2ccccc2)NC1c1ccccc1 (centres undefined)	-8%	-28%	3%
COC(=O)c1cc2nc(-c3ccccc3)cc(C(F)(F)F)n2n1	-1%	-2%	6%
O=C(O)C1CC(=O)N(c2ccc3c(c2)OCCO3)C1 (centres undefined)	2%	13µM*	13µM*
O=S1(=O)CC(N2CCN(CCO)CC2)CN1Cc1cn(Cc2ccc(C(F)(F)F)cc2)nn1 (centres undefined)	.	-20%	-28%
C#Cc1ccc([C@H]2C=C(C(=O)N3CCN(Cc4ccc5c(c4)OCO5)CC3)O[C@@H](OCc3ccc(CO)cc3)C2)cc1	-3%	?	?
Cc1ccc(Cl)cc1NC(=S)N(CCN(C)C)C(C)c1ccccn1 (centres undefined)	-8%	0%	1%
CCCNC(=O)c1nn2c(C(F)(F)F)cc(-c3ccccc3)nc2c1Cl	0%	?	?
COCCn1c(SCC(=O)Nc2ccc(N3CCOCC3)cc2)nc2ccccc21	-1%	-14%	14%
Cn1nc(C(F)(F)F)c2cc(C(=O)Nc3ccc(F)c(Cl)c3)sc21	0%	?	11%
CCOc1ccccc1CNC(=O)CCN1C(=O)COc2ccccc21	-19%	-8%	-11%
COC(=O)c1ccccc1NC(=O)c1ccccc1N(C)S(C)(=O)=O	-12%	-27%	34%[activator]
CN(CC(=O)Nc1ccc(Cl)c(C(F)(F)F)c1)C(=O)CCN1C(=O)C2CCCCC2C1=O (centres undefined)	-3%	23µM*	23µM*
Cc1c(C(=O)NN2CCCCC2)nn(-c2ccc(Cl)cc2Cl)c1-c1ccc(Cl)cc1	34%[activator]	19µM*	?
Cc1ccc(NC(=O)COC(=O)C2CSC3(C)CCC(=O)N23)c(C)c1 (centres undefined)	2%	19%	-9%
Cc1ccc(-n2nc3c(c2NC(=O)c2ccccc2Br)CS(=O)C3)cc1 (centres undefined)	-2%	-5%	29%
Oc1ccc(Br)cc1Cn1nnc2ccccc21	-3%	?	-58%
O=[N+]([O-])c1nn(-c2ccc(Cl)cc2)n(O)c1=NCc1cccnc1	-8%	10µM*	8.2µM*
COc1ccc(-n2nnnc2CNC(=O)c2ccc3c(c2)OCO3)cc1	1%	-23%	-4%
Cc1cccc(NC(=O)Nc2cc(C)on2)c1	.	-14%	-23%
O=C1CC(/C=C/c2ccc(Cl)cc2)=Nc2ccccc2N1	-8%	15µM*	?
CSCCC(NS(=O)(=O)c1ccccc1F)C(=O)NCc1ccncc1 (centres undefined)	-3%	-5%	-10%
Cc1ccc(-c2nc3c4ccccc4ccn3c2Cc2cccc(Cl)c2)cc1	.	?	?
CC(=O)Nc1cccc(-c2ccnc3c2CC(C)(C(=O)Nc2cccc(Oc4ccccc4)c2)O3)c1 (centres undefined)	.	21µM*	16µM*
CC(=O)N1c2ccc(S(=O)(=O)NCCC(=O)Nc3ccc(C)c(Cl)c3)cc2CC1C (centres undefined)	-11%	13µM*	15µM*
Cc1ccc(OCCN2CCN(C(=O)CCC(=O)Nc3nnc(C)s3)CC2)cc1	-2%	-5%	-11%
Cc1ccc(OCC(=O)Nc2ccc(S(=O)(=O)NC3=NCCCCC3)cc2)cc1	.	-25%	?
COc1ccc(NS(=O)(=O)c2cccc(C(=O)N3CCN(S(=O)(=O)c4ccccc4)CC3)c2)cc1	.	?	?
Clc1ccc(-c2cnc3cccnn23)cc1	.	?	?
CCC(C)NC(=O)c1[nH]c2cc(C)ccc2c1Sc1ccc(Cl)cc1 (centres undefined)	-7%	?	?
CC(C)c1ccccc1NC(=O)Cn1cnc2c1c(=O)n(C)c(=O)n2C	-6%	-22%	-21%
COC(=O)C(c1ccccc1)C(CC(=O)c1ccccc1)c1ccccc1 (centres undefined)	.	?	-13%
COc1ccc2nc(C)cc(Nc3ccc(N4CCOCC4)cc3)c2c1	-8%	21µM*	?
Cn1ccc2c(-c3ccc(C(=O)O)cc3)cc3c(c21)C1CCC3C1 (centres undefined)	.	-12%	-13%
CCS(=O)(=O)Nc1ccc(C(=O)NCCSc2ccccc2)cc1	-1%	?	-14%
Cc1ccccc1OCC(O)CN1CCN(CC(O)COc2ccccc2C)C(C)C1 (centres undefined)	-24%	16µM*	?
CC(=O)O[C@H]1CC[C@@]2(C)C(=CC[C@H]3[C@@H]4CC[C@H](C5(C)OCCO5)[C@@]4(C)CC[C@@H]32)C1	-9%	-2%	13%
CCOc1cc(CNC(=O)C2COc3ccccc3C2)cc(OCC)c1OCC (centres undefined)	4%	?	15µM*
COc1cccc2oc(-c3ccccc3)cc(=O)c12	0%&-19%	?	-9%
Cc1ccc(S(=O)(=O)N2CCOCC2)cc1NC(=O)COC(=O)C1COc2ccccc2O1 (centres undefined)	-1%	-3%	9%
O=S1(=O)CC(N2CCN(CC3CC3)CC2)CN1Cc1ccccc1 (centres undefined)	.	-25%	?
CCN(CC)CCCn1c(=S)[nH]c2ncccc2c1=O	3%	-1%	-11%
CC(C)(C)CC(C)(C)NC(=S)Nc1ccc(S(=O)(=O)N2CCOCC2)cc1	-5%	?	?
Cc1cc(=O)[nH]c(SCCOc2cccc(C(F)(F)F)c2)n1	1%	?	?
CSc1ccc(Cl)c(C(=O)NCCOc2cc(C(C)C)ccc2C)c1	-13%	26µM*	29µM*
O=C(Nc1ccc(Oc2cccnc2)cc1)C1CCN(Cc2ccccc2F)CC1	-16%	?	?
COc1cccc(OCc2cc(/C=N/NC(=O)c3ccn[nH]3)ccc2OC)c1	-17%	26µM*	?
O=C(Nc1cccnc1)C1CCCN(S(=O)(=O)c2cccc3nsnc23)C1 (centres undefined)	-4%	?	-27%
CN(C)/C=N/c1c(C#N)cnn1-c1nc2ccccc2s1	0%	?	-6%
Cc1ccc2c(c1)C=CC(C)N2C(=O)c1ccccc1 (centres undefined)	-4%	16µM*	?
COC(=O)c1ccc(C(NC(=O)OCc2ccccc2)/C(C)=C/[C@@H](C)C(=O)NCc2ccc(-c3ccccc3)cc2)cc1 (some centres undefined)	-7%	?	?

(cont.)
SMILES	GCN5L2 inh	TDP1 cell noCPT	DT40 TDP1 CPT
COc1cccc(/C=C/C(=O)c2cccc([N+](=O)[O-])c2)c1	-14%	?	?
O=C(O)c1ccc(CNC(=O)C2CCN(S(=O)(=O)c3cccs3)CC2)cc1	.	13%	1%
O=c1c2c(-c3ccccc3)csc2ncn1/N=C/c1cccc([N+](=O)[O-])c1O	-10%	5%	-16%
O=C(/N=C1\NC(=O)C(F)(C(F)(F)F)S1)NC1CCCCC1 (centres undefined)	-8%	?	?
COC(=O)c1c(NC(=O)CSc2nnnn2-c2ccccc2)sc2c1CCC(C)C2 (centres undefined)	?	-13%	-25%
Cc1ccc(CNC(=O)c2sc3nc[nH]c(=O)c3c2C)cc1	-4%	-20%	-11%
CNc1nc2ccccc2n1CC(=O)c1ccccc1	-12%	2%	11%
O=C(O)C1=C[C@H](C2CC2)C[C@H](OCCCCO)O1	-3%	-15%	-7%
CCC1(C)Cc2c(sc3nc4n(c(=O)c23)CCCS4)CO1 (centres undefined)	.	?	-28%
COc1cc([N+](=O)[O-])cc(/C=N/NC(=O)C(C)Nc2ccccc2C)c1O (centres undefined)	-8%	18µM*	15µM*
CCOc1ccc2nc(N3C(=O)/C(=C/c4ccccc4)NC3=S)sc2c1	-4%	?	23µM*
C=CCNC(=O)COC(=O)c1cccnc1Nc1ccccc1F	-2%	-19%	0%
COc1ccc(C2/C(=C(/O)c3ccc(C)cc3)C(=O)C(=O)N2c2ccccn2)cc1OC (centres undefined)	5%	0%	4%
CC(C)(C)c1ccc(C(=O)N/N=C/c2ccc(OCCCF)cc2)cc1	-7%	-25%	2%
CCN(Cc1ccccc1)C(=O)c1ccccc1C	-8%	?	-18%
O=C(c1ccc(Br)cc1)c1cc2ccc(O)cc2oc1=O	-9%	16µM*	?
O=C(Cc1ccc(Cl)cc1)NCCc1c[nH]c2ccccc12	.	?	18µM*
CCCC(=O)Nc1ccc(Cl)c(NC(=S)NC(=O)c2cc3ccccc3o2)c1	?	-29%	?
COc1cc(CCC(=O)NNC(=O)c2ccc(C)cc2)cc(OC)c1OC	-6%	1%	1%
Cn1c(-c2ccc(S(=O)(=O)N3CCCC3)cc2)csc1=Nc1ccc(Cl)c(Cl)c1	-15%	4.1µM*	9.2µM*
CCCCCNC(=O)C1CCC(Cn2c(=S)[nH]c3ccccc3c2=O)CC1 (centres undefined)	0%	-4%	-20%
Cc1ccc(-n2c(-c3cnccn3)n[nH]c2=S)cc1	9%	6%	2%
CC(C)NC(=O)C1CCN(Cc2cccc(OCc3ccccc3)c2)CC1	.	-42%	?
CN(N)c1nc(-c2ccccc2)cc(-c2ccccc2)n1	-9%	?	?
COc1ccc(-n2nc3c(N4CCC(C(=O)NCc5cccc(F)c5)CC4)nnc(C)c3c2C)cc1	-7%	10µM*	9.2µM*
Cc1ccsc1C(=O)NCC(C)(C)N1CCOCC1	2%	3%	1%
COC(=O)c1c(C)[nH]c(C(=O)/C=C/c2ccc(Cl)cc2)c1C	10%	?	?
C/C(=C\c1ccccc1)C(=O)c1c(C)cc(C)[nH]c1=O	-3%	-5%	-11%
COc1cccc(-c2n[nH]nc2C2=CC(=O)CC(C)(C)C2)c1	.	?	-28%
CSc1nnc2c(n1)OC(c1cn(C)c3ccccc13)N(C(C)=O)c1ccccc1-2 (centres undefined)	-12%	-4%	-3%
Cc1ccn(CC(=O)O)c(=O)c1	1%	14%	10%
Cc1cc(OCCCC(=O)NCCN2C(=O)S/C(=C\c3cccnc3)C2=O)ccc1Cl	4%	4.6µM*	8.2µM*
COc1ccc(NC(=O)c2ccc(-c3c(C)noc3C)c3ccoc23)cn1	.	?	?
O=C(Nc1ncc(Cc2ccc(SC(F)F)cc2)s1)c1ccccc1	-12%	2.3µM*	2.9µM*
O=C(NCc1ccco1)c1[nH]c(C(F)(F)F)nc1-c1ccccc1	.	-28%	-11%
Cc1cc(C(=O)Nc2ccccc2C(=O)O)ccc1NC(=O)COc1cccc([N+](=O)[O-])c1	-7%	5%	12%

Random draw from the library; any-hit rate near 18%.
